mIAP inh: inhibitors of mouse IAP, primary screen, biochemical, luminescence, uHTS | intestinal alkaline phosphatase [Mus musculus] | purified mouse IAP, CDP-Star luminescence, 30 min | inhibition, % at 10 µM | actives 0.2% (n = 330,000);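 active = inhibition of at least 40% at 10 µM in the primary screen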;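 also: plate controls were DMSO with enzyme for no effect and no enzyme wells for full effect; values of inactives mirror those of a sister screen read the other way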
hIAP activ: human IAP activators, primary screen, biochemical, luminescence, uHTS; purified human IAP, CDP-Star luminescence, 30 min; active compounds read high; 1 = vehicle-only enzyme, 0 = enzyme-free background; activation factor at 10 µM; actives 0.16% (n = 330,000);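 active = activation factor of the enzyme at least 2-fold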; also: the source names both 10 and 20 µM as test concentration; values of inactives mirror those of a sister screen read the other way
Apaf-1 inh: inhibitors of human Apaf-1 apoptosome, primary screen, biochemical, DEVD-Rh110 fluorescence, uHTS; Apoptotic protease-activating factor 1 (Homo sapiens), O14727; reconstituted apoptosome caspase-3 activity; inhibition, % at 20 µM; actives 0.71% (n = 330,000); AID 489030, 2010; active = inhibition of at least 40% at 20 µM;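 also: plate controls were DMSO wells for no effect and DEVD-CHO caspase inhibitor wells for full effect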
Target sequence (O14727 whole entry, looked up): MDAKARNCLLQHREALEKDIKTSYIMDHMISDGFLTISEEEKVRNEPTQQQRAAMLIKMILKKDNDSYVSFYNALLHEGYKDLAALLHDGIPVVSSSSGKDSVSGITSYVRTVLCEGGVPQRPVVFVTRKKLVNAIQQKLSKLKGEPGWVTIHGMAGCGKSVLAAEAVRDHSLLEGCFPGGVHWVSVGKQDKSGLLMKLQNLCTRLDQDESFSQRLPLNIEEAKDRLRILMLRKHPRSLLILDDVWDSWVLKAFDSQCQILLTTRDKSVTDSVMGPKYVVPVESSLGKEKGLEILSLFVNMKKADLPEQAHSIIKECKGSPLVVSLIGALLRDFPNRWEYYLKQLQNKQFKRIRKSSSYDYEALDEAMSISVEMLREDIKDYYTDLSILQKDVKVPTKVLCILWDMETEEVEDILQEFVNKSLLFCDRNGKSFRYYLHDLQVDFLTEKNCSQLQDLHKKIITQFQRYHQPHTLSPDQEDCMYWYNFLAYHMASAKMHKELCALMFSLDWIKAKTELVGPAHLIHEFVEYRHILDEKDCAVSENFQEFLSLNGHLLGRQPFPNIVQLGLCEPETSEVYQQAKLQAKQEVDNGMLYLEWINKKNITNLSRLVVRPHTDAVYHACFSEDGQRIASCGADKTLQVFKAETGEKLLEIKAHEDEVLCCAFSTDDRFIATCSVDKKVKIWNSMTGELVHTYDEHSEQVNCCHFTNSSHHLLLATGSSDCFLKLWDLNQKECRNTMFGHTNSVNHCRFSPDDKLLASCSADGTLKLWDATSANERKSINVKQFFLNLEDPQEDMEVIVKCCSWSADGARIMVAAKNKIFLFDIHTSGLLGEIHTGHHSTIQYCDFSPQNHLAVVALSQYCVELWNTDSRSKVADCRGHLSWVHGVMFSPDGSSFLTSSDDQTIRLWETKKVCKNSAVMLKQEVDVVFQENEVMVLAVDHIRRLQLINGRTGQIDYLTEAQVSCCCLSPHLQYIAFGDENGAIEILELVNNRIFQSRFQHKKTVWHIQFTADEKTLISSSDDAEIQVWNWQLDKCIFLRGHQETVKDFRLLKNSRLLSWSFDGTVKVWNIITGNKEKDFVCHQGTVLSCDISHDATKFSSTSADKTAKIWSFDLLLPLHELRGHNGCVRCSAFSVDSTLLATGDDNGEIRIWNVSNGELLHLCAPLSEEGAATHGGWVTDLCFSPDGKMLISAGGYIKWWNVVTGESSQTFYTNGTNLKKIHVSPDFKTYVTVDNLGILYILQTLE
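Material: biochemical Apaf-1 apoptosome reconstitution. Medium: Hepes buffer, pH 7.5. Also added: cytochrome c activation, bis-DEVD rhodamine 110 substrate. Timing: 30 min compound preincubation, 50 min activation, room temperature. Measured by: rhodamine 110 fluorescence at Ex 480/Em 540 nm.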
ATG4B inhibitor: ATG4B protease inhibitors, primary screen, biochemical, fluorescence, uHTS; Cysteine protease ATG4B (Homo sapiens), Q9Y4P1; AID 504462, 2011; actives 0.51% (n = 340,000); inhibition, % at 8.33 µM; ATG4B cleavage of LC3-PLA2, NBD-HPC fluorescence, 1 h; in the data active = inhibition above about 40%
TIM10 inh: growth inhibitors of isogenic TIM10 control yeast, primary screen, counter-screen for tim10-1 yeast inhibitor project, luminescence, uHTS; S. cerevisiae TIM10 strain growth, BacTiter-Glo luminescence, 24 h; inhibition, % at 10 µM; actives 1.4% (n = 330,000); AID 463195, 2010;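 active = inhibition of 40% or more at the single tested concentration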;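 also: wild-type TIM10 isogenic control strain grown at permissive 25 °C; 0% = DMSO yeast wells and 100% = minimal medium wells without yeast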
hIAP block: human IAP inhibitors, primary screen, biochemical, luminescence, uHTS. Intestinal-type alkaline phosphatase (Homo sapiens), P09923. purified IAP, CDP-Star luminescence, 30 min. inhibition, % at 10 µM. actives 0.12% (n = 330,000). AID 2544, 2010;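 active = inhibition reaching a set limit with compound at 10 µM in the primary screen, cut at about 35% in these data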;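 also: plate controls were DMSO wells with enzyme for no effect and no-enzyme buffer wells for full effect; values of inactives mirror those of a sister screen read the other way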
tim10-1 inh: growth inhibitors of tim10-1 mutant yeast, primary screen, luminescence, uHTS. S. cerevisiae tim10-1 ts strain growth, BacTiter-Glo, 24 h. inhibition, % at 20 µM. actives 2.2% (n = 330,000);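 active = inhibition of at least 40%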;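 also: mutant grown at 25 °C; 0% = DMSO wells with yeast and 100% = wells holding no yeast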
NALP3 yeast inh: NALP3 inflammasome inhibitors in reconstituted yeast, primary screen, luminescence, uHTS | Yeast reconstituted NLRP3/ASC/caspase-1, beta-gal luminescence, 24 h | inhibition, % at 10 µM | actives 0.39% (n = 330,000) | AID 2825, 2010;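 active = inhibition of 50% or more; inactive = inhibition below 50%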;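 also: plate controls were induced DMSO wells for no effect and uninduced yeast grown without galactose for full effect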
mIAP act: activators of mouse IAP, primary screen, biochemical, luminescence, uHTS; intestinal alkaline phosphatase [Mus musculus]; actives 0.24% (n = 330,000); muIAP, CDP-Star luminescence, 30 min; active compounds read high; 1 = vehicle-only enzyme signal, 0 = enzyme-free wells; activation factor at 10 µM;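 active = activation factor of at least 2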; also: the source names both 10 and 20 µM as test concentration; values of inactives mirror those of a sister screen read the other way
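Assay system: mouse IAP enzyme / Compound: DMSO-dissolved test compounds / Timing: 30 min, room temperature / Measured by: luminescence from enzymatic CDP-Star hydrolysis / Control set: DMSO-only wells, enzyme-free buffer wells as negative control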
The depositor's hits bear a star; . = no result given.

Structure	mIAP inh	hIAP activ	Apaf-1 inh	ATG4B inhibitor	TIM10 inh	hIAP block	tim10-1 inh	NALP3 yeast inh	mIAP act
CCN(CC(=O)NCc1cccs1)C(=O)c1cc(=O)[nH]c2ccccc12	-4	0.97	-9	-8	-5	3	-4	5	1
CCOC(=O)/C(C#N)=C/c1c(N2CCN(C)CC2)nc2ccccn2c1=O	0	0.79	3	-3	-4	21	9	1	1
O=C(c1ccc(-c2ccc([N+](=O)[O-])cc2)o1)N1CCCC(C(F)(F)F)C1 (centres undefined)	5	0.92	21	-1	43*	8	64*	19	0.95
Nc1nc(SCC(=O)N2N=C3/C(=C/c4ccco4)CCCC3C2c2ccco2)n[nH]1 (centres undefined)	11	0.91	11	-2	-2	9	-2	18	0.89
CCOC(=O)c1[nH]c(C)c(C(=O)OCC(=O)NC(C)c2ccc(F)cc2)c1C (centres undefined)	-16	0.97	1	1	-2	3	-9	10	1.2
COc1cc(OC)c2c(-c3cccc(-c4ccc(CO)cc4)c3)cc(=O)oc2c1	5	.	42*	.	-69	.	-5	.	0.95
COc1ccc(S(=O)(=O)NCc2ccc3c(c2)cc(C)n3C)cc1	-4	1	51*	-16	3	-2	12	5	1
COc1ccc(N=NC2C(=O)N(c3ccccc3)N=C2C)cc1 (centres undefined)	4	1.3	19	-1	-18	-27	23	26	0.96
COc1ccc(CCNC(=O)C(C)OC(=O)c2nsc(Cl)c2Cl)cc1OC (centres undefined)	4	1	-3	-9	10	0	-11	18	0.96
O=C(N1CCOCC1)C12CC3CC(C1)CC(n1cnc(Cl)n1)(C3)C2	9	1.2	1	-3	15	-18	-3	8	0.91
CCCC(=O)c1c[nH]c(C(=O)NCCc2ccccn2)c1	-3	1.1	-1	-12	9	-11	5	19	1
COc1ccc(S(=O)(=O)n2ccnc2C)c(C)c1C	0	0.82	0	3	-8	18	-20	22	1

Pulled one by one from the entries so far:
Structure	mIAP inh	hIAP activ	Apaf-1 inh	ATG4B inhibitor	TIM10 inh	hIAP block	tim10-1 inh	NALP3 yeast inh	mIAP act
CCOC(=O)c1[nH]c(C)c(C(=O)OCC(=O)NC(C)c2ccc(F)cc2)c1C (centres undefined)	-16	0.97	1	1	-2	3	-9	10	1.2
Nc1nc(SCC(=O)N2N=C3/C(=C/c4ccco4)CCCC3C2c2ccco2)n[nH]1 (centres undefined)	11	0.91	11	-2	-2	9	-2	18	0.89

(list continues)
Structure	mIAP inh	hIAP activ	Apaf-1 inh	ATG4B inhibitor	TIM10 inh	hIAP block	tim10-1 inh	NALP3 yeast inh	mIAP act
CCN(CC)C(=O)c1[nH]cnc1C(=O)NCC(=O)OC(C)(C)C	2	0.93	-3	4	11	7	16	10	0.98
NC(=O)c1ccc(NC(=O)COC(=O)CC2CC3CCC2C3)cc1 (centres undefined)	-7	0.95	-4	1	2	5	-3	5	1.1
COc1ccc(S(=O)(=O)N2CCN(CC3CC=CCC3)CC2)cc1 (centres undefined)	-5	1.3	13	-1	-11	-31	-7	10	1.1
COc1cc2c(cc1OC)C(C(=O)NCCN(C)C)C(c1cccs1)N(C)C2=O (centres undefined)	0	0.97	-26	-9	6	3	6	10	1
Cc1ccc(NC(=O)C2=C(C(=O)O)CCCC2)cc1F	4	0.81	-5	-5	-4	19	-15	11	0.96
O=C(Cn1nnc(-c2ccccc2)n1)N/N=C/c1cc([N+](=O)[O-])ccc1O	26	1.4	-57	13	16	-40	5	11	0.74
Cc1cccnc1NC(=O)c1ccc(S(=O)(=O)NCc2ccco2)cc1	-1	1	4	0	3	-4	17	11	1
CC1Cc2cc(S(=O)(=O)NCc3ccccc3)ccc2N1C(=O)C1CCC1 (centres undefined)	1	0.82	12	1	6	18	14	-4	0.99
Cc1ccccc1NC(=O)CN1CCN(C)CC1	-2	0.96	3	2	-9	4	3	9	1
C[C@@H](NC(=O)OC(C)(C)C)c1nnc(S(=O)(=O)Cc2ccccc2)o1	-11	1.2	0	0	40*	-22	45*	1	1.1
Cc1cccc(NC(=S)N(CCCN2CCOCC2)Cc2ccco2)c1	-3	1.1	-13	0	-1	-9	19	6	1
CN(Cc1ccc(OC(F)F)cc1)C(=O)c1ccc(S(=O)(=O)N(C)c2ccccc2)cc1	6	1.1	13	-42	8	-9	23	12	0.94
CCOCCCn1c(=S)[nH]c2cc3c(cc2c1=O)OCO3	10	1	-2	10	9	0	18	-2	0.9
COc1ccc(C)cc1S(=O)(=O)N(C)CC(=O)Nc1ccccc1	1	0.9	-11	-7	-1	10	13	39	0.99
Cc1ccc(-n2c(=S)[nH]c3nc4c(cc3c2=O)COC(C)(C)C4)cc1	-5	0.91	-6	-7	10	9	16	11	1
Cc1cc(C)c2cc(C(=O)N3CCc4ccccc4C3)[nH]c2c1	2	0.88	14	38	40	12	19	17	0.98
CCOC(=O)C1CCCCN1Cc1ccc(C(F)(F)F)cc1 (centres undefined)	-4	1	1	5	10	-1	-3	12	1
COc1ccc(/C=N/NC(=O)CCOc2ccccc2C)cc1OC	-12	1.1	7	-3	-8	-14	-7	7	1.1
CCOC(=O)c1cc2sccc2n1Cc1ccccc1	5	1	16	14	-4	-4	-5	-17	0.95
CO/N=C(\Cn1ncc(N2CCCC2)c(Cl)c1=O)c1ccc(Cl)cc1	0	1.1	17	12	-29	-13	12	70*	1
COc1ccc(CNC(=O)COC(=O)c2ccccn2)cc1	3	1.1	-6	1	14	-8	5	-2	0.97
Cc1cccc(C2c3[nH]c4ccccc4c3CCN2C(=O)c2cc3c([nH]c2=O)CCCC3)n1 (centres undefined)	0	1	12	2	11	-2	20	-9	1
CCn1c(CC(=O)Nc2ccc(C)cc2)n[nH]c1=S	0	1	5	0	-16	-1	5	6	1
Cc1ncc(CN2CCN(CCc3ccccc3)C(CCO)C2)s1 (centres undefined)	1	1.2	-5	-18	-10	-17	8	8	0.99
COc1cc2c(cc1NC(=O)/C=C/c1ccc([N+](=O)[O-])cc1)oc1ccccc12	10	0.95	-3	-4	1	5	5	0	0.9
COc1ccc(OC)c(C2C(C(N)=O)=C(C)Nc3nc(CCCO)nn32)c1 (centres undefined)	6	0.92	5	-8	10	8	-14	4	0.94
CCOC(=O)c1cnc2cc3c(cn2c1=O)CCCC3	-1	1.1	1	-6	4	-11	-4	18	1
COc1ccc(Cn2c(C(F)(F)F)ccc(C(N)=O)c2=O)cc1	0	1	20	3	-4	-2	18	-6	1
Cc1cc(C)cc(Oc2nc(-c3ccccc3)cc(C)c2S(C)(=O)=O)c1	8	0.9	15	-6	-5	10	-9	6	0.93
O=C(CCc1ccc(S(=O)(=O)N2CCOCC2)cc1)Nc1ccc2ccccc2c1	-27	0.92	23	-8	26	8	42*	-1	1.3
COc1ccc2nc(/C(C#N)=C\c3ccc(Oc4ccc([N+](=O)[O-])cn4)cc3)[nH]c2c1	19	0.85	-6	9	10	15	-17	-3	0.81
CC(=O)NCCn1c(SCc2ccccc2F)nc2ccccc2c1=O	-14	0.96	5	-9	16	4	32	0	1.1
Cc1ccc(S(=O)(=O)NCCc2cc3ccc(C)c(C)c3[nH]c2=O)cc1	-6	1	11	-15	-5	0	9	17	1.1
CCCc1nc2ccc(NC(=O)NCCC(=O)OCC)cc2c(=O)n1Cc1cccc(Cl)c1	-36	1.1	14	8	7	-13	-8	6	1.4
Cc1cccc(CCNC(=O)C2CCN(S(=O)(=O)c3cccc4cccnc34)CC2)c1	-4	0.97	-3	-7	-4	3	8	12	1
O=C1c2ccccc2-c2c1nc1c([n+]2[O-])CCCC1	1	0.98	42*	6	-4	2	7	-11	0.99
COc1cc(/C=N\n2nnnc2N)ccc1OCc1ccc(F)cc1	2	1.1	14	-14	-2	-10	-7	12	0.98
C=CCN(C(=O)CNC(=O)c1ccco1)C(C(=O)NC1CCCC1)c1cccs1 (centres undefined)	3	1.1	-11	-4	27	-9	5	4	0.97
CC(=O)N1CCN(S(=O)(=O)c2cccc(C(=O)NC3CCCc4ccccc43)c2)CC1 (centres undefined)	-3	1.1	-1	-4	6	-13	12	2	1
CC(=O)Cc1nsc(Nc2ccc(C)cc2)n1	-1	0.96	-4	3	31	4	9	14	1
COC(=O)c1nn(-c2ccccc2)c(Sc2ccccc2)c1/C=N/O	-11	0.97	27	-5	9	3	21	5	1.1
O=C(NCc1nnnn1-c1ccc(F)c(F)c1)c1ccc2ccccc2c1	3	1.1	16	-6	10	-10	24	16	0.97
O=C(CCc1nc2cccnc2n1Cc1ccccc1)N1CCOCC1	1	0.9	13	-16	6	10	-3	-2	0.99
O=C(NCCC1=CCCCC1)c1c(O)nc2ccccn2c1=O	5	0.88	12	5	31	12	51*	63*	0.95
CCC(=O)N1CCc2cc(S(=O)(=O)NCCC(=O)N3CCN(Cc4ccccc4)CC3)ccc21	3	0.83	3	-5	13	17	11	10	0.97
CCOc1ccc(NC(=S)Nc2ccccc2C2CC2)cc1	8	0.87	-2	-11	1	13	33	4	0.92
CCCN(CCC)CCCNc1ccc(C(=O)Nc2cccc(OC)c2)cc1[N+](=O)[O-]	3	0.99	3	-7	-25	1	2	16	0.97
CCS(=O)(=O)N1Cc2ccccc2CC1C(=O)Nc1nnc(SCc2ccc(F)cc2)s1 (centres undefined)	9	0.84	20	5	32	16	35	22	0.91
CC(C)=CCN1CCN(Cc2c[nH]c3ccccc23)CC1CCO (centres undefined)	-5	0.96	2	-1	1	4	-7	6	1
Cc1ccnc(NC(=O)c2ccoc2C)c1	0	1	-1	1	18	-2	-3	-4	1
O=c1cc(CN2CCCCCC2)nc2sccn12	-1	1	10	6	4	-3	4	14	1
CCOC(=O)N1CCN(C(=O)C2CCC(CNS(=O)(=O)c3ccccc3)CC2)CC1 (centres undefined)	0	1.1	17	4	-10	-14	-8	-4	0.99
COc1ccc(NC(=O)CSCCc2ccccn2)cc1OC	0	0.94	-20	21	4	6	2	-4	1
Nc1ccc(C(=O)OC2CCOC2=O)cc1[N+](=O)[O-] (centres undefined)	2	0.9	-2	-9	5	10	12	1	0.98
CCN1C(=O)N[C@@H](c2cccc(F)c2)C(C(C)=O)=C1C	4	0.95	9	-3	5	5	-3	7	0.96
Nc1ccc(-c2cc3ccccc3c(=O)o2)cc1	3	0.93	6	-2	9	7	-65	39	0.97
CCn1ncc(/C=N\NC(=O)COc2ccccc2)c1C	4	1	6	-7	-1	-4	2	-7	0.96

Part of the list above with just TIM10 inh.
molecule,TIM10 inh
CC(C)=CCN1CCN(Cc2c[nH]c3ccccc23)CC1CCO (centres undefined),1
Cc1ccnc(NC(=O)c2ccoc2C)c1,18

The order is random (roughly 4.5% active in at least one column).
